GlmU inhibition = inhibition of mycobacterial GlmU enzyme – biochemical, glucosamine-1-phosphate acetyltransferase (AID 1376); M. tuberculosis GlmU acetyltransferase enzyme assay; higher % means a stronger effect; inhibition, %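 (tested at 30 µM in the primary screen)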, or IC50 in µM where a hit was titrated; actives 0.25% (n = 220,000); in the data active = inhibition above about 13%;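 note: 0% = complete reaction with vehicle and 100% = reaction without substrate; strong numbers were not always called active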
Mtb RmlCD inh = M. tuberculosis RmlC/RmlD coupled enzyme inhibitors, primary screen, biochemical, compound mixtures, 384-well, from 1536-well plates; actives 0.03% (n = 160,000); inhibition, % at 3.6 µM; dTDP-4-dehydrorhamnose reductase (Mycobacterium tuberculosis (strain ATCC 25618 / H37Rv)) …; RmlC+RmlD coupled enzyme assay, percent inhibition; primary screen in compound mixtures; in the data active = inhibition mostly above about 34%, no sharp cut-off; note: some results filed as inactive read as strong as hits
Target sequence (P9WH09 whole entry, looked up): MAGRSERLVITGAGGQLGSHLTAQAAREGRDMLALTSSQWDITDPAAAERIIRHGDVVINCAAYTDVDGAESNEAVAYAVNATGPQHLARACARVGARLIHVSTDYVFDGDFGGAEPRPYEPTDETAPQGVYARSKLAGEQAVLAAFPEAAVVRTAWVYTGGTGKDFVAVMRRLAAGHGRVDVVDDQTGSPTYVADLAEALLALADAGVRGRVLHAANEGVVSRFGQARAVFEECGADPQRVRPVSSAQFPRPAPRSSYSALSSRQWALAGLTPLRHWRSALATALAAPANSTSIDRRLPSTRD
Target sequence (P9WH11 whole entry, looked up): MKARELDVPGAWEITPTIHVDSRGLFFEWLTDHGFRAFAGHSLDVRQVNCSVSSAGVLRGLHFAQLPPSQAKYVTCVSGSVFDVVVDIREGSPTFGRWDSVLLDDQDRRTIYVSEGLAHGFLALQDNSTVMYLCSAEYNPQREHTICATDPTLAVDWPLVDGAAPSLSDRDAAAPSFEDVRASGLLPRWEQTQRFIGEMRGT
The depositor's hits bear a star; . = no result given. Only part of the results is shown; rates above refer to the full screens.

Each structure is followed by: Mtb RmlCD inh	GlmU inhibition
- CCCNC(=O)c1ccc2c(c1)C1C3CCC(C3)C1C(c1ccccc1)N2 (configuration not stated)
    .	2.1%
- Cn1ccnc1SCC(=O)Nc1nc2ccccc2s1
    12	-0.3%
- CCOc1ccc(-c2nc(C#N)c(N3CCCCCC3)o2)cc1
    9	5.2%
- COc1ccc(CNc2nc(NCc3ccc(OC)cc3)c3[nH]cnc3n2)cc1
    .	3.0%
- O=[N+]([O-])c1cccc(C2=NC(c3ccccc3)CO2)c1 (configuration not stated)
    .	3.3%
- COc1ccccc1N1C(=O)C2C(c3ccc(F)cc3)NN(C(=O)c3ccc(C)cc3)C2C1=O (configuration not stated)
    16	2.2%
- CCOc1cc(C(=O)NCCCn2ccnc2)cc(OCC)c1OCC
    6	2.9%
- CCCCn1c(=O)[nH]c(=O)c2c1nc(-c1ccsc1)n2Cc1ccccc1
    .	2.5%
- COc1ccc(-c2cc(CNS(=O)(=O)c3ccccc3)on2)cc1
    -9	4.9%
- CC(/C=C1\SC(=S)N(NC(=O)c2ccc(C)cc2)C1=O)=C\c1ccccc1
    -1	-1.0%
- Cc1cc(OC(=O)c2ccccc2Cl)cc(=O)n1C
    -11	1.6%
- CCCC(=O)N1CCc2[nH]c3ccccc3c2C1
    -2	3.4%
- CCCN(CCC)CCCNC(=O)C1c2cc(OC)c(OC)cc2C(=O)N(C)C1c1cccs1 (configuration not stated)
    .	-6.1%
- COc1ccc(S(=O)(=O)N(CC(=O)N2CCN(c3ccccc3)CC2)c2ccccc2)cc1
    5	2.9%
- COc1ccc(C2C=C(c3ccc(C)c(C)c3)Nc3ncnn32)c(OC)c1OC (configuration not stated)
    12	2.2%
- Cc1c(C(=O)NCc2ccc3c(c2)OCO3)oc2ccccc12
    .	-1.6%
- C=CCn1c(-c2sc(-c3ccccc3)nc2C)n[nH]c1=S
    7	0.3%
- Cc1cc(C)c(N(C(=O)CN2C(=O)c3ccccc3S2(=O)=O)C(C(=O)NCC2CCCO2)c2ccc(F)cc2)c(C)c1 (configuration not stated)
    .	-0.2%
- COc1ccc(Nc2cc(C(=O)NCc3ccccn3)c3ccccc3n2)c(OC)c1
    -8	0.8%
- Cc1ccc(C2CC(=O)C=C(NCc3ccccc3)C2)cc1 (configuration not stated)
    0	0.6%

Exported with bars between the fields: part of the list above.
canonical_smiles | Mtb RmlCD inh | GlmU inhibition
CCCN(CCC)CCCNC(=O)C1c2cc(OC)c(OC)cc2C(=O)N(C)C1c1cccs1 (configuration not stated) | . | -6.1%
COc1ccc(-c2cc(CNS(=O)(=O)c3ccccc3)on2)cc1 | -9 | 4.9%

Additional compounds:
Each structure is followed by: Mtb RmlCD inh	GlmU inhibition
- Cc1ccc(C(=O)NC(=S)NCc2ccco2)cc1
    4	2.8%
- Cc1sc(NC(=O)c2ccco2)c(CN2CCN(c3ccccn3)CC2)c1C
    11	0.7%
- OC(COc1cccc2ccccc12)CN1CCN(c2ccc(Cl)cc2)CC1 (configuration not stated)
    -9	-4.2%
- Cc1c[nH]c(=O)c([N+](=O)[O-])c1
    .	12%
- CC(SCc1ccccc1)C(=O)N/N=C/c1ccc(OCC(=O)NCc2ccco2)cc1 (configuration not stated)
    -15	5.1%
- O=C(NCC1CCN(Cc2ccccc2Cl)CC1)Nc1cccc(Cl)c1
    -13	-2.0%
- N#C/C(=C\c1ccc(N2CCCCC2)c([N+](=O)[O-])c1)c1nn(-c2ccccc2)c(N)c1C#N
    -3	0.1%
- Cc1cc(C)nc(SCC(=O)Nc2cc(C)on2)n1
    .	7.9%
- Cc1c(NC(=O)CN2C(=O)NC3(CCC(C)CC3)C2=O)c(=O)n(-c2ccccc2)n1C (configuration not stated)
    .	-3.5%
- CCn1c(-c2csc(-c3ccc(Cl)cc3)n2)n[nH]c1=S
    -4	.
- CC1(C)Cc2c(c(-c3ccco3)nc3sc4c(NCCCO)ncnc4c23)CO1
    -8	-5.4%
- CCN(CC)C(=O)C1CCCN(C(=O)Nc2ccccc2)C1 (configuration not stated)
    2	-1.2%
- Cc1ccc(S(=O)(=O)CCSc2cccc(C(=O)Nc3ccccc3C(=O)O)c2)cc1
    .	5.9%
- COc1ccc(C)cc1NC(=O)c1ccc(N(C)S(C)(=O)=O)cc1
    6	0.5%
- CC(=O)c1ccc(NC2=C(N3CCOCC3)C(=O)c3ccccc3C2=O)cc1
    2	0.5%
- S=C(c1c[nH]c2ccc(Br)cc12)N1CCOCC1
    -8	0.9%
- O=C(Nc1ccccc1-c1ccccc1)C1CCCC1
    4	-0.8%
- O=C(Oc1csc(=S)n1C(=O)c1ccccc1)c1ccccc1
    1	11%
- Cc1cc2c(cc1C)NC(=O)CC(C(F)(F)C(F)(F)C(F)(F)F)=N2
    .	1.9%
- S=C1NCN(Cc2cccnc2)CN1c1cccc(Cl)c1
    2	-3.3%

Next part:
Each structure is followed by: Mtb RmlCD inh	GlmU inhibition
- CCOC(=O)c1ccc(NC(=O)c2n[nH]c(=O)c3ccccc23)cc1
    5	4.1%
- O=C(Nc1ccc2ccccc2c1)c1cccc(F)c1
    .	2.9%
- CCOC(=O)c1cccc(NC(=O)CSc2nnc(COc3ccccc3)n2CC)c1
    .	2.1%
- COc1ccc(N2CCN(c3nc(=S)n(-c4ccccc4)c(C)c3C(C)=O)CC2)cc1
    11	1.0%
- O=C(NNc1ccc(F)cc1)c1c(F)cccc1Cl
    -16	.
- O=C1NC(=O)C2(Cc3ccccc3N3CCCC32)C(=O)N1c1cccc(Cl)c1 (configuration not stated)
    18	5.4%
- COc1ccc2nc(N3CCCC3)[nH]c2c1
    2	-5.5%
- CCOC(=O)N1CCC(N(CCOC)C(=O)Nc2ccc(Cl)c(Cl)c2)CC1
    .	-4.1%
- CSc1oc(-c2cccs2)nc1S(=O)(=O)c1ccccc1
    -6	-0.4%
- Cc1cc2nnc(SC(C)C#N)n2c2ccccc12 (configuration not stated)
    6	-4.7%
- N/C(CN1CCCCC1)=N\S(=O)(=O)c1cc(Cl)cc(Cl)c1
    10	0.3%
- c1coc(CNc2nc(-c3ccncc3)cs2)c1
    1	2.4%
- COc1ccccc1N1CCN(C(C)C(=O)N2CC(C)OC(C)C2)CC1 (configuration not stated)
    2	9.9%
- CCc1noc(C)c1C(=O)N1CCOCC1
    -10	3.2%
- Clc1ccc(C2N3CCCN23)c(Cl)c1 (configuration not stated)
    .	0.1%
- COCCn1nnnc1CN(Cc1cc2cc(OC)c(OC)cc2[nH]c1=O)C1CCCC1
    -12	2.2%
- Cc1ccc(OCC(=O)N/N=C\c2ccc(O)c([N+](=O)[O-])c2)c([N+](=O)[O-])c1
    8	-1.8%
- Cc1ccc(NC(=O)N2CCN(C)CC2)cc1NC(=O)N1CCN(C)CC1
    9	-9.3%
- N#C/C(=C\c1ccco1)C(=O)Nc1ccc(S(N)(=O)=O)cc1
    7	-2.5%
- CCOC(=O)C1C(=O)Nc2nc(C)nn2C1c1ccccc1 (configuration not stated)
    .	9.5%

As entered above:
`COCCn1nnnc1CN(Cc1cc2cc(OC)c(OC)cc2[nH]c1=O)C1CCCC1` – GlmU inhibition: 2.2%
`N/C(CN1CCCCC1)=N\S(=O)(=O)c1cc(Cl)cc(Cl)c1` – GlmU inhibition: 0.3%

Single records, from the list above. Screens in order: Mtb RmlCD inh, GlmU inhibition
`COCCn1nnnc1CN(Cc1cc2cc(OC)c(OC)cc2[nH]c1=O)C1CCCC1` is entered as -12, 2.2%
`Cc1ccc(OCC(=O)N/N=C\c2ccc(O)c([N+](=O)[O-])c2)c([N+](=O)[O-])c1` is entered as 8, -1.8%

Next entries
Each structure is followed by: Mtb RmlCD inh	GlmU inhibition
- Cc1cc2oc(=O)cc(CN3CCc4ccccc43)c2cc1Cl
    1	2.8%
- COC(=O)c1ccc(C(=O)OC)c(NC(=S)N2CCC(C)CC2)c1
    -5	1.2%
- O=C(Nc1ccc(N2CCCC2=O)cc1)c1cccc(F)c1
    .	0.2%
- C/C(=C\C(=O)c1cccnc1)Nc1ccc(C(=O)O)cc1
    .	-0.1%
- CC(NC(=O)/C(C#N)=C/c1cn[nH]c1-c1ccccc1)c1ccccc1 (configuration not stated)
    3	0.2%
- CCCCOC(=O)c1nnc(-c2ccc(Cl)cc2)o1
    .	4.3%
- CC(NCc1ccc(Cl)cc1)C(O)c1ccccc1 (configuration not stated)
    37	-1.1%
- Cc1nn(CC(=O)O)c(C)c1N
    .	-9.9%
- CCOC(=O)c1c(NC(=O)C2COc3ccccc3O2)sc2c1CC(C)(C)NC2(C)C (configuration not stated)
    9	-9.8%
- CCOC(=O)c1ccc(S(=O)(=O)Nc2ccc3cn[nH]c3c2)cc1
    .	-6.3%
- CCS(=O)(=O)N1CCC(C(=O)c2ccc(Cl)cc2)CC1
    .	2.7%
- Fc1ccccc1N1CCN(c2ncnc3[nH]ncc23)CC1
    -9	7.1%
- Cc1c(NC2(C#N)CCCC2)c(=O)n(-c2ccccc2)n1C
    0	-2.4%
- Cc1ccc(CCNC(=O)C2CC(c3cc(C(F)(F)F)cc(C(F)(F)F)c3)=NO2)cc1 (configuration not stated)
    6	-1.9%
- COc1cccc(Nc2ccc(-n3ccnc3)nn2)c1
    .	-5.3%
- C=C(C)CNC(=S)NNC(=O)CCn1c2ccc(Cl)cc2c2cc(Cl)ccc21
    -11	-4.3%
- Cc1ccccc1NC(=O)CN1C(=O)NC2(CCCCC2)C1=O
    -8	-1.5%
- O=C(/C=C/c1ccc2c(c1)OCO2)c1ccco1
    -11	1.1%
- CCN(CC)c1ccc(/C=C(/C#N)C(=O)NC(C)C)o1
    -9	-0.2%
- O=C(O)c1cccc(NC(=O)c2cc(S(=O)(=O)N3CCOCC3)cs2)c1
    -8	-2.2%

Pulled by compound from above:
Each structure is followed by: Mtb RmlCD inh	GlmU inhibition
- Cc1ccc(CCNC(=O)C2CC(c3cc(C(F)(F)F)cc(C(F)(F)F)c3)=NO2)cc1 (configuration not stated)
    6	-1.9%
- CC(NCc1ccc(Cl)cc1)C(O)c1ccccc1 (configuration not stated)
    37	-1.1%
- CCCCOC(=O)c1nnc(-c2ccc(Cl)cc2)o1
    .	4.3%
- CCOC(=O)c1ccc(S(=O)(=O)Nc2ccc3cn[nH]c3c2)cc1
    .	-6.3%

Next section:
Each structure is followed by: Mtb RmlCD inh	GlmU inhibition
- Cc1cc(C(=O)NC(C)Cc2ccccc2)cc(C)c1[N+](=O)[O-] (configuration not stated)
    8	3.3%
- COC(=O)c1ccc(-n2c(C)nc3ccccc3c2=O)cc1
    -9	-1.4%
- Cc1cccc(N2C(=O)C(Oc3ccc(Cl)cc3Cl)C2C=O)c1C (configuration not stated)
    -8	6.9%
- Nc1nc(CN2CCN(c3ccccc3F)CC2)nc(N2CCCc3ccccc32)n1
    -11	0.9%
- Cc1cc(-c2csc(N)n2)c(C)n1C
    -6	-1.5%
- COc1ccc(N2CCN(C(=O)[C@H](Cc3c[nH]c4ccccc34)NC(C)=O)CC2)cc1
    .	3.1%
- COC(=O)c1ccc(CSc2cc(C)c3cccc(C)c3n2)o1
    -1	-1.8%
- O=C(CSCc1n[nH]c(=O)[nH]1)NCCOc1cccc(Oc2ccccc2)c1
    .	7.0%
- Cc1ccc(S(=O)(=O)Nc2c(C)nc3nc[nH]n3c2=O)c(C)c1
    5	7.6%
- O=C1c2ccccc2C(O)N1Cc1ccccc1Cl (configuration not stated)
    .	5.4%
- CC(C)Cc1nnc(NC(=O)CC(=O)Nc2ccccc2C(=O)O)s1
    .	-1.1%
- CCOC(=O)c1cc(-c2ccccc2)sc1NC(=O)CSc1nnnn1C
    9	5.1%
- O=C(NC(Cc1ccccc1)C(=O)O)/C(=C\c1ccco1)NC(=O)c1ccccc1Br (configuration not stated)
    13	3.3%
- OC(CNC1CCCC1)COc1c(F)cc(Br)cc1F (configuration not stated)
    -11	0.1%
- O=[N+]([O-])c1cc(S(=O)(=O)c2ccc(N3CCCCC3)c([N+](=O)[O-])c2)ccc1N1CCCCC1
    0	2.0%
- CCCC(=O)N1CCN(c2ccc(NC(=O)C(C)(C)C)cc2)CC1
    26	7.7%
- CCOc1cc(/C=C2/N=C(c3ccc(C(C)(C)C)cc3)OC2=O)cc(Cl)c1OS(C)(=O)=O
    23	-0.4%
- Cc1cc(N2CCCCC2)nc2ccc(NC(=O)CCC(=O)NCCC(C)C)cc12
    -2	-1.9%
- CC1=C(C(=O)Nc2ccccc2C(F)(F)F)C(c2ccc(C)s2)NC(=S)N1 (configuration not stated)
    -13	12%
- O=C(O)c1ccc2c(c1)C(=O)N(NC(=O)c1ccccc1)C2=O
    5	-6.2%

New compounds follow.
Each structure is followed by: Mtb RmlCD inh	GlmU inhibition
- C[C@@H]1O[C@@H](O[C@H]2C[C@@H](O)[C@]3(CO)[C@H]4[C@H](O)C[C@]5(C)[C@@H](C6COC(=O)C6)CC[C@]5(O)[C@@H]4CC[C@]3(O)C2)[C@H](O)[C@H](O)[C@H]1O (some centres not stated)
    .	-4.1%
- COC(=O)c1c(NC(=O)CC2SC(N)=NC2=O)sc2c1CCC(C(C)(C)C)C2 (configuration not stated)
    .	-1.7%
- C=CCn1c(SC/C=C/c2ccccc2)nnc1-c1sc(N)nc1C
    .	-4.0%
- CCN(CC)C(=O)c1sc2nc(-c3ccncc3)[nH]c(=O)c2c1C
    2	9.6%
- CN1CCN(NC(=O)c2cn(-c3ccccc3)nc2-c2ccc(OC(F)F)cc2)CC1
    -8	0.8%
- O=C(COc1ccccc1)N(CCc1ccccc1)c1nc(-c2ccc(F)cc2)cs1
    7	.
- COc1ccc(-c2cc([C@H]3[C@H]4C=CC[C@@H](C)[C@@H]4C(=O)N3Cc3ccccc3)ccc2F)cc1OC
    .	5.3%

From PubChem
